Screening data: PubChem, Icahn School of Medicine at Mount Sinai
ROC1-CUL1 inh: blocks human RBX1-Cullin-1 di-ubiquitin formation; 140,000 compounds, 0.6% hits; inhibition, % at 10 µM; in vitro K48 di-Ub FRET, acceptor:donor ratio, 45 min; AID 1347404; P62877+Q13616; in the data active = inhibition above about 25%
Target sequence (P62877 whole entry, looked up): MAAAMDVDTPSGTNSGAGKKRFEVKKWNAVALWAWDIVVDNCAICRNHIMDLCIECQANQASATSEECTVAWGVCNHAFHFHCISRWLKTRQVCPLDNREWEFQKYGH
Target sequence (Q13616 whole entry, looked up): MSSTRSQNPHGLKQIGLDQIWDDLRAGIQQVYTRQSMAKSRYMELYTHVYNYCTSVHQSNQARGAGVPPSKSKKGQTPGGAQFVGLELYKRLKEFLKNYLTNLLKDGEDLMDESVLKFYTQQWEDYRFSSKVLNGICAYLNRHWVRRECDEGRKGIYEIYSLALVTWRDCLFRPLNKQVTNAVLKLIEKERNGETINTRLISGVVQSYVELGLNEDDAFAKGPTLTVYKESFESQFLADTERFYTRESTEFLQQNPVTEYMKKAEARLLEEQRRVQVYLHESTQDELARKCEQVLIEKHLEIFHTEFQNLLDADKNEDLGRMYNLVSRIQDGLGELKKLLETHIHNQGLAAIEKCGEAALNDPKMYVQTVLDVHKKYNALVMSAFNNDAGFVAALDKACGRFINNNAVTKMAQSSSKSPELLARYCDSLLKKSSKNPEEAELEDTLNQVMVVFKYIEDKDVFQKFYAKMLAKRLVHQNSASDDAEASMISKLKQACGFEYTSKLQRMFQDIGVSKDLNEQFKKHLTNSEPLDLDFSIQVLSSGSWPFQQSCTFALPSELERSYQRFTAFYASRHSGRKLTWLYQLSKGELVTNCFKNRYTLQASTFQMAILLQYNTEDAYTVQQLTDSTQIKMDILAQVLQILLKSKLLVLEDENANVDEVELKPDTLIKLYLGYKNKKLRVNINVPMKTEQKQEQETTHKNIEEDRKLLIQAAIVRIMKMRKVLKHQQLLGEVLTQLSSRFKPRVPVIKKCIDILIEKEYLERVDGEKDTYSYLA
The depositor's hits bear a star. The list is partial; count on the stated rates, not on these rows.

COc1ccc(C(=O)N2CCN(c3cccc(C)c3C)CC2)cc1C was read as ROC1-CUL1 inh 0.
`Cn1ncc(Br)c1C(=O)Oc1cccc(/C=N/NC(=O)CSc2ccccn2)c1` gave ROC1-CUL1 inh 4.
Screening O=C(C(c1ccccc1)c1ccccc1)N1CCOc2c(cc(-c3cccnc3)cc2OCCc2cccs2)C1 returned ROC1-CUL1 inh -13.
Screening CCS(=O)(=O)N1CCc2[nH]nc(-c3cccc(C(F)(F)F)c3C)c2C1 returned ROC1-CUL1 inh -1.
`N#Cc1cncc(N2CCc3ccccc3C2)n1` gave ROC1-CUL1 inh 3.
`COc1cccc(-c2nn(C)c3sc(C(=O)NCc4cc(OC)ccc4OC)cc23)c1` gave ROC1-CUL1 inh 15.
Screening CC1=NC(=S)NC(c2ccccc2F)C1C(=O)Nc1cc(Cl)ccc1C (stereo not given) returned ROC1-CUL1 inh 8.
For CCOC(=O)c1sc(=Nc2cccc(C)c2)n(CCO)c1C the results were ROC1-CUL1 inh -4.
`O=C(CC1C(=O)NCCN1Cc1ccccn1)NC1CCCCC1` (stereo not given) gave ROC1-CUL1 inh -6.
For O=C1C2ON(c3ccccc3)C(/C=C/c3ccccc3)C2C(=O)N1c1ccc(Br)cc1 (stereo not given) the results were ROC1-CUL1 inh -1.
`Cc1cc(C)c(S(=O)(=O)Nc2ccc(S(=O)(=O)N3CCCC3)cc2)c(C)c1` gave ROC1-CUL1 inh 1.
For COCCN1CCC(CN(C)Cc2nc(-c3ccc(OC)cc3)no2)CC1 the results were ROC1-CUL1 inh -9.
COc1cc(NC(=O)CN2C(=O)COc3ccc(S(=O)(=O)N4CCCCC4)cc32)cc(OC)c1 was read as ROC1-CUL1 inh 4.
Screening Cc1[nH]nc2c1C(c1ccc(Cl)c([N+](=O)[O-])c1)C(C#N)C(=N)O2 (stereo not given) returned ROC1-CUL1 inh 3.
Screening Cc1ccc(S(=O)(=O)Nc2cc3c(C(=O)OCc4ccccc4)c(C)oc3c3ccccc23)c(C)c1 returned ROC1-CUL1 inh 9.
`Cn1c(=O)n(C)c2cc(/C=C3/SC(=O)N(CC(=O)N4CCCCC4)C3=O)ccc21` gave ROC1-CUL1 inh -2.
Cc1cccc(-c2nn3c(C)nnc3s2)c1 was read as ROC1-CUL1 inh -5.
`CN1CCN(Cc2nc(COc3ccccc3)no2)CC1c1ccccc1` (stereo not given) gave ROC1-CUL1 inh -7.
OC(COc1ccc(OCC(O)CN2CCN(c3cccc(Cl)c3)CC2)cc1)CN1CCN(c2cccc(Cl)c2)CC1 (stereo not given) was read as ROC1-CUL1 inh -10.
CCOc1ccccc1CN1CCC(CCC(=O)NCc2ccc(F)cc2)CC1 was read as ROC1-CUL1 inh 0.

17 consecutive compounds already listed, quoted:
COc1ccc(C(=O)N2CCN(c3cccc(C)c3C)CC2)cc1C was read as ROC1-CUL1 inh 0.
`Cn1ncc(Br)c1C(=O)Oc1cccc(/C=N/NC(=O)CSc2ccccn2)c1` gave ROC1-CUL1 inh 4.
Screening O=C(C(c1ccccc1)c1ccccc1)N1CCOc2c(cc(-c3cccnc3)cc2OCCc2cccs2)C1 returned ROC1-CUL1 inh -13.
Screening CCS(=O)(=O)N1CCc2[nH]nc(-c3cccc(C(F)(F)F)c3C)c2C1 returned ROC1-CUL1 inh -1.
`N#Cc1cncc(N2CCc3ccccc3C2)n1` gave ROC1-CUL1 inh 3.
`COc1cccc(-c2nn(C)c3sc(C(=O)NCc4cc(OC)ccc4OC)cc23)c1` gave ROC1-CUL1 inh 15.
Screening CC1=NC(=S)NC(c2ccccc2F)C1C(=O)Nc1cc(Cl)ccc1C (stereo not given) returned ROC1-CUL1 inh 8.
For CCOC(=O)c1sc(=Nc2cccc(C)c2)n(CCO)c1C the results were ROC1-CUL1 inh -4.
`O=C(CC1C(=O)NCCN1Cc1ccccn1)NC1CCCCC1` (stereo not given) gave ROC1-CUL1 inh -6.
For O=C1C2ON(c3ccccc3)C(/C=C/c3ccccc3)C2C(=O)N1c1ccc(Br)cc1 (stereo not given) the results were ROC1-CUL1 inh -1.
`Cc1cc(C)c(S(=O)(=O)Nc2ccc(S(=O)(=O)N3CCCC3)cc2)c(C)c1` gave ROC1-CUL1 inh 1.
For COCCN1CCC(CN(C)Cc2nc(-c3ccc(OC)cc3)no2)CC1 the results were ROC1-CUL1 inh -9.
COc1cc(NC(=O)CN2C(=O)COc3ccc(S(=O)(=O)N4CCCCC4)cc32)cc(OC)c1 was read as ROC1-CUL1 inh 4.
Screening Cc1[nH]nc2c1C(c1ccc(Cl)c([N+](=O)[O-])c1)C(C#N)C(=N)O2 (stereo not given) returned ROC1-CUL1 inh 3.
Screening Cc1ccc(S(=O)(=O)Nc2cc3c(C(=O)OCc4ccccc4)c(C)oc3c3ccccc23)c(C)c1 returned ROC1-CUL1 inh 9.
`Cn1c(=O)n(C)c2cc(/C=C3/SC(=O)N(CC(=O)N4CCCCC4)C3=O)ccc21` gave ROC1-CUL1 inh -2.
Cc1cccc(-c2nn3c(C)nnc3s2)c1 was read as ROC1-CUL1 inh -5.

The list goes on:
Screening CCC(=O)N1CCN(S(=O)(=O)c2ccc(C(C)C)cc2)CC1 returned ROC1-CUL1 inh 1.
`Clc1cccc(CNCc2ccc3c(c2)OCO3)c1Cl` gave ROC1-CUL1 inh -1.
Screening CC(=O)Nc1cccc(Nc2nc(N3CCOCC3)nc(N(c3ccccc3)c3ccccc3)n2)c1 returned ROC1-CUL1 inh -7.
Screening FC(F)(F)Oc1ccc(NC(=S)NNc2ncc(Cl)cc2Cl)cc1 returned ROC1-CUL1 inh -4.
`Cc1cc(C)c(C#N)c(Sc2ccc(NC(=O)CCC(=O)O)cc2)n1` gave ROC1-CUL1 inh -1.
For Cc1ccc(-n2c(SCC(=O)NNC(=O)Cc3ccccc3)nnc2-c2ccncc2)cc1 the results were ROC1-CUL1 inh 0.
Screening Cc1scc(C(=O)NNC(=O)CCC(=O)O)c1C returned ROC1-CUL1 inh 1.
Screening CC(C)(C)c1cc(C(F)(F)F)n2ncnc2n1 returned ROC1-CUL1 inh -9.
For COc1cc(/C=C2/C(=O)NN(c3cccc(Cl)c3)C2=O)ccc1OCc1ccc(Cl)cc1 the results were ROC1-CUL1 inh 3.
For COc1ccc(CCC2CCCN(C(=O)c3cc(C(C)=O)n[nH]3)C2)cc1 (stereo not given) the results were ROC1-CUL1 inh 8.
`CCOc1ccc2nc(NC(=O)c3nc(SCc4ccccc4F)ncc3Cl)sc2c1` gave ROC1-CUL1 inh 0.
O=C(NCC1CCCN(Cc2ccc(O)cc2)C1)c1ccc(F)cc1 (stereo not given) was read as ROC1-CUL1 inh -8.
For COc1ccc(Cc2nnc(SCC(=O)Nc3ccc(Br)cc3F)n2C)cc1 the results were ROC1-CUL1 inh 7.
Screening COc1cc(C2NC(=O)NC(C)=C2C(=O)OCC(C)C)cc(OC)c1OC (stereo not given) returned ROC1-CUL1 inh -3.
Screening Cc1ccccc1NC(=O)C1C(=O)CC(C)(O)C(C(=O)Nc2ccccc2C)C1c1c(C)nn(-c2ccccc2)c1C (stereo not given) returned ROC1-CUL1 inh 6.
Screening CCc1[nH]n2c(=O)c(CC(=O)OC)c(C)nc2c1-c1ccc(OC)cc1 returned ROC1-CUL1 inh 10.
CC1CCc2sc3nc(SCC(=O)c4ccc(Br)cc4)n(-c4ccccc4)c(=O)c3c2C1 (stereo not given) was read as ROC1-CUL1 inh -8.
`CCCCNC(=O)c1nnn(-c2cccc(Cl)c2)c1C` gave ROC1-CUL1 inh 3.
Cc1cccc(N2CCN(c3nc4ccccc4c4nnc(C)n34)CC2)c1C was read as ROC1-CUL1 inh -7.
For COc1ccccc1N1CCN(C(=O)C2CCN(S(=O)(=O)Cc3ccccc3)CC2)CC1 the results were ROC1-CUL1 inh 1.
Screening c1ccc(-c2csc(-c3cccnc3)n2)cc1 returned ROC1-CUL1 inh 2.
N#Cc1ccc(C2C3=C(CCCC3=O)OC(=N)C2C#N)cc1 (stereo not given) was read as ROC1-CUL1 inh -9.
Screening COc1cccc(Nc2cc(-c3ccccc3)nc(C)n2)c1 returned ROC1-CUL1 inh 0.
Fc1cccc(C2(CNCc3cccc(-n4cncn4)c3)CCOC2)c1 (stereo not given) was read as ROC1-CUL1 inh -5.
Screening CC(=O)c1cccc(NC(=O)Nc2nnc(N3CCCC3)s2)c1 returned ROC1-CUL1 inh 5.
`O=C(OC1CCS(=O)(=O)C1)c1ccc(Cl)cc1` (stereo not given) gave ROC1-CUL1 inh 0.
`CCOc1ccccc1N(C)C(=O)C1CCCN(c2ncnc3c2nc2n3CCCCC2)C1` (stereo not given) gave ROC1-CUL1 inh 2.
COC(=O)[C@@H]1CCCN1C(=O)Cc1ccc(N2CCC(NCc3ccsc3)CC2)cc1 was read as ROC1-CUL1 inh -7.
For Cc1cccc(NC(=O)CS(=O)(=O)Cc2ccccc2)n1 the results were ROC1-CUL1 inh 10.
For Cc1cccc(NC(=O)CN2CCN(c3ccccc3)CC2)c1C the results were ROC1-CUL1 inh 6.
Cc1ccc(C(=O)c2ccc3[nH]ccc3c2)cc1 was read as ROC1-CUL1 inh 7.
CCC12CC3CC(NC(C)=O)(C1)CC(C(=O)O)(C3)C2 (stereo not given) was read as ROC1-CUL1 inh 8.
COc1ccc(CCN2C(=O)O[C@@H]3CN(c4ccnc(SC)n4)C[C@@H]32)cc1 was read as ROC1-CUL1 inh -4.
For CCN1C(=O)/C(=C/c2ccc(OC)c(OC)c2)N=C1SCC(=O)NCc1ccco1 the results were ROC1-CUL1 inh 1.
Screening Oc1ccccc1C=Nc1nccc2ccccc12 returned ROC1-CUL1 inh -5.
For CCOc1ccc(CN2CCCC(CO)(Cc3ccc(F)cc3)C2)cc1CO (stereo not given) the results were ROC1-CUL1 inh 9.
Screening CC(=O)Nc1nc(C(F)(F)F)cs1 returned ROC1-CUL1 inh -6.
For O=C(CN1CCCCC1)Nc1ccc(NC(=O)c2cccs2)cc1 the results were ROC1-CUL1 inh 5.
For O=C(NCc1ccc(Cl)cc1)c1cc2c(s1)-c1ccccc1SC2 the results were ROC1-CUL1 inh -2.
For COc1cc(S(=O)(=O)NC2CC(C)(C)NC(C)(C)C2)c(OC)cc1Cl the results were ROC1-CUL1 inh 2.
For CC(=O)Oc1ccccc1-c1cc2ccccc2oc1=O the results were ROC1-CUL1 inh -1.
For CCC(=O)Nc1c(C)cccc1C(=O)O the results were ROC1-CUL1 inh -5.
`NC(=O)c1cc(Cl)c2c(Cl)cc(Cl)cc2n1` gave ROC1-CUL1 inh -1.
O=C1N=C(Cc2ccc3c(c2)OCCO3)C(=O)N1Cc1ccccc1F was read as ROC1-CUL1 inh -9.
`COCCNC(=O)N1CCN(C(=O)c2ccco2)CC1` gave ROC1-CUL1 inh 3.
`Cc1ccc(C(=O)N=C(Cc2ccco2)C(=O)Nc2ccc(C)cc2C)cc1` gave ROC1-CUL1 inh -3.
`COC(=O)Nc1ccc2n(C)c(-c3ccccc3)c[n+]2c1` gave ROC1-CUL1 inh -4.
Screening COc1ccc(-n2ncc(C(=O)Nc3cccc(C(F)(F)F)c3)c2C2CCN(C(=O)OC(C)(C)C)CC2)cc1 returned ROC1-CUL1 inh -6.
`COc1ccc(Nc2ncc(C(=O)Nc3cc(C)ccc3OC)c3ccccc23)cc1` gave ROC1-CUL1 inh 2.
Cc1cc(C)nc(N=Cc2ccccc2O)c1 was read as ROC1-CUL1 inh 5.
Screening Cn1c(COc2ccc(C3CCCCC3)cc2)n[nH]c1=S returned ROC1-CUL1 inh 5.
`CCOc1ccc(NC(=O)c2ccc3nc(Cc4ccccc4)oc3c2)cc1` gave ROC1-CUL1 inh -4.
CSc1ccc(C(c2c(C)[nH][nH]c2=O)c2c(C)[nH][nH]c2=O)cc1 was read as ROC1-CUL1 inh -2.
For COc1ccccc1C(=O)OC1CC(C)N(C)CC1C (stereo not given) the results were ROC1-CUL1 inh 6.
For Cc1ccccc1-c1cccc([C@@H]2C[C@H]3CN(Cc4cccnc4)C(=O)[C@]34CCCN24)c1 the results were ROC1-CUL1 inh 11.
For O=C(Cn1ncn2nc(-c3cccs3)cc2c1=O)NCc1ccccc1Cl the results were ROC1-CUL1 inh 2.
`O=C1CCCN1CC(=O)N(CC1CCN(Cc2ccccc2F)CC1)CC1CCCO1` (stereo not given) gave ROC1-CUL1 inh -8.
`CCN(CCCNC(=O)c1nn(-c2ccc(OC)cc2)c(=O)c2c1c1ccccc1n2C)c1ccccc1` gave ROC1-CUL1 inh -18.
Screening COc1ccccc1C1C(C(=O)c2ccccc2)C(=O)C(=O)N1CCN1CCOCC1 (stereo not given) returned ROC1-CUL1 inh -4.
Screening Cc1ccc(-c2noc(-c3ccc(N4CCCC4)c([N+](=O)[O-])c3)n2)cc1 returned ROC1-CUL1 inh 4.
O=C1C(=Nc2ccccc2)Sc2ccccc21 was read as ROC1-CUL1 inh 1.
For CCN(C1CCCCC1)S(=O)(=O)c1cc(F)ccc1OC the results were ROC1-CUL1 inh 2.
Screening O=C(NCC1CCCN(C2CCN(Cc3ccccn3)CC2)C1)c1ccc2c(c1)OCO2 (stereo not given) returned ROC1-CUL1 inh 4.
CC(=O)c1cccc(NC(=O)c2noc3c2CCCC3)c1 was read as ROC1-CUL1 inh -4.
For Cc1cc(S(N)(=O)=O)cnc1N the results were ROC1-CUL1 inh 1.
Screening CC1CCN(Cc2nnnn2CC(=O)NC2CCOC(C)(C)C2)CC1 (stereo not given) returned ROC1-CUL1 inh 3.
Screening Cn1nnnc1SCCCNCc1ccc(-c2cccc(Cl)c2)o1 returned ROC1-CUL1 inh -6.
Screening COC(=O)c1c(-c2ccc(F)cc2)csc1NC(=O)c1ccco1 returned ROC1-CUL1 inh 4.
Cc1c(NS(C)(=O)=O)cccc1C(=O)Nc1ccccc1Cl was read as ROC1-CUL1 inh 11.
Screening O=C(Nc1ccc(F)c(F)c1)c1cc([N+](=O)[O-])cc([N+](=O)[O-])c1 returned ROC1-CUL1 inh -10.
`NC(=O)[C@H](Cc1ccccc1)NC(=O)CC1c2ccccc2CCc2ccccc21` gave ROC1-CUL1 inh 2.
Cc1ccsc1-c1nc2c(cnn2Cc2cccnc2)[nH]1 was read as ROC1-CUL1 inh 3.
For NC(=O)C1CCN(Cc2nc(N)nc(Nc3ccccc3)n2)CC1 the results were ROC1-CUL1 inh 14.
For CN(Cc1ccccc1)CC1(O)CCCN(Cc2ccc(F)cc2)C1=O (stereo not given) the results were ROC1-CUL1 inh 3.
COc1ccc(NCC2OCc3ccccc3CO2)cc1 was read as ROC1-CUL1 inh -3.
CCC(Cc1cc(OC)c(C)cc1OC)NC(=O)Nc1cccc2ccccc12 (stereo not given) was read as ROC1-CUL1 inh -1.
